# Screening results deposited in PubChem BioAssay by National Center for Advancing Translational Sciences (NCATS).
# TGFb inhibitor = qHTS for Inhibitors of TGF-b; HepG2 CAGA-GFP TGF-b/SMAD3 reporter, GFP fluorescence, 18 h; TGF-beta stimulated, 500 pg/mL final; 410,000 compounds, 1.2% hits; AID 588855, 2011; Potency, µM (doses to about 46.1 µM), for the others: top-dose activity, negative = inhibition, actives largely listed as inhibitors; note: potency is the fitted concentration of half-maximal effect; % is set by controls: 0 for no effect and ±100 for the full control effect; nearly all actives have a fitted effect of over 65% in size
#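 GFP signal (ex488/em500-530) from TGF-beta-stimulated HEPG2 CAGA-GFP cells, 500 pg/mL final, 18 h at 37 degrees C in DMEM plus 1% FBS, normalized to unstimulated and DMSO-stimulated controls.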
# Akt phos inh = HTS Assay for Inhibitors of Akt Phophorylation: Primary Screen. Neuro2A IGF-stimulated pAkt S473 HTRF, 20 min; active compounds read low. activity change, % for hits at 50 µM. 360,000 compounds, 0.32% hits. AID 651550, 2012; in the data active = activity change below about -80%; inconclusive = mostly about -51% to -80%; note: % is set by controls: 0 for no effect and ±100 for the full control effect
#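 Neuro2A cells in DMEM with 0.5% FBS, overnight at 37 deg C, given compound at single 50 µM final, then IGF (6 nM final) for 20 min at 37 deg C. Lysed; phospho-Akt Ser473 by HTRF after 24 h, 665/615 ratio.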
# Nrf2 block = Nrf2 qHTS screen for inhibitors; 360,000 compounds, 2.1% hits; AID 504444, 2011; A549 ARE-Fluc reporter, luciferase luminescence, 18-24 h; Potency, µM (doses to about 46 µM), inactives show at the top dose activity change, negative = inhibition, actives largely listed as inhibitors; note: potency is the fitted concentration of half-maximal effect; % is set by controls: 0 for no effect and ±100 for the full control effect; nearly all actives have a fitted effect of over 60% in size
#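 Concentration-response testing used A549 ARE_Fluc cells at 5000 cells/well. Following an 18-24 h compound incubation, viability was read by fluorescence (Ex 405/Em 525) and luciferase output by luminescence.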
# Nrf2 ARE act = qHTS of Nrf2 Activators | AREc32 ARE-luciferase reporter (MCF7-derived line), luminescence, 24 h | Potency, µM (series often up to 46.1 µM), inactives show top-dose activation, most hits filed as activators | 410,000 compounds, 0.31% hits | AID 624171, 2012; note: potency is the fitted concentration of half-maximal effect; % of control where 0% means no effect; nearly all actives have a fitted effect of over 65% in size
#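 Reporter line AREc32 (ARE-Fluc), seeded overnight in OPTI-MEM with 5% FBS; compound pin-transferred, 24 hr at 37 deg C, 5% CO2; luminescent read-out.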
# A549 tox = Nrf2 qHTS screen for inhibitors: counterscreen for cytotoxicity. A549 ARE-Fluc cells, CellTiter-Fluor viability, 18-24 h. Potency, µM (highest dose often 46 µM), inactives show at the highest dose activity change, negative = cytotoxicity, hits mostly inhibitors. 390,000 compounds, 0.16% hits; note: potency is the fitted concentration of half-maximal effect; % is set by controls: 0 for no effect and ±100 for the full control effect
#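 A549 ARE-Fluc cells in 5% FBS OPTI-MEM, 5000 cells/well, rested 2 h then exposed to compounds in concentration-response for 18-24 h at 37 °C. Viability by CellTiter-Fluor fluorescence (Ex 405/Em 525) after 30 min; luciferase luminescence (BugLite, 15 min, RT) read afterwards.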
# EPAC2 antagonist = qHTS for Antagonist of cAMP-regulated guanine nucleotide exchange factor 2 (EPAC2): primary screen; Rap guanine nucleotide exchange factor 4 (Homo sapiens), Q8WZA2; 360,000 compounds, 0.18% hits; Potency, µM (highest dose often 114 µM), without a hit: at the top dose activity, negative = inhibition, most hits filed as inhibitors; EPAC2 GEF exchange of Rap1B-BODIPY-GDP, fluorescence; AID 720708, 2013; note: potency is the fitted concentration of half-maximal effect; % is set by controls: 0 for no effect and ±100 for the full control effect; nearly all actives have a fitted effect of over 45% in size; many of its hits are not listed in these tables
# Target sequence (Q8WZA2 whole entry, looked up): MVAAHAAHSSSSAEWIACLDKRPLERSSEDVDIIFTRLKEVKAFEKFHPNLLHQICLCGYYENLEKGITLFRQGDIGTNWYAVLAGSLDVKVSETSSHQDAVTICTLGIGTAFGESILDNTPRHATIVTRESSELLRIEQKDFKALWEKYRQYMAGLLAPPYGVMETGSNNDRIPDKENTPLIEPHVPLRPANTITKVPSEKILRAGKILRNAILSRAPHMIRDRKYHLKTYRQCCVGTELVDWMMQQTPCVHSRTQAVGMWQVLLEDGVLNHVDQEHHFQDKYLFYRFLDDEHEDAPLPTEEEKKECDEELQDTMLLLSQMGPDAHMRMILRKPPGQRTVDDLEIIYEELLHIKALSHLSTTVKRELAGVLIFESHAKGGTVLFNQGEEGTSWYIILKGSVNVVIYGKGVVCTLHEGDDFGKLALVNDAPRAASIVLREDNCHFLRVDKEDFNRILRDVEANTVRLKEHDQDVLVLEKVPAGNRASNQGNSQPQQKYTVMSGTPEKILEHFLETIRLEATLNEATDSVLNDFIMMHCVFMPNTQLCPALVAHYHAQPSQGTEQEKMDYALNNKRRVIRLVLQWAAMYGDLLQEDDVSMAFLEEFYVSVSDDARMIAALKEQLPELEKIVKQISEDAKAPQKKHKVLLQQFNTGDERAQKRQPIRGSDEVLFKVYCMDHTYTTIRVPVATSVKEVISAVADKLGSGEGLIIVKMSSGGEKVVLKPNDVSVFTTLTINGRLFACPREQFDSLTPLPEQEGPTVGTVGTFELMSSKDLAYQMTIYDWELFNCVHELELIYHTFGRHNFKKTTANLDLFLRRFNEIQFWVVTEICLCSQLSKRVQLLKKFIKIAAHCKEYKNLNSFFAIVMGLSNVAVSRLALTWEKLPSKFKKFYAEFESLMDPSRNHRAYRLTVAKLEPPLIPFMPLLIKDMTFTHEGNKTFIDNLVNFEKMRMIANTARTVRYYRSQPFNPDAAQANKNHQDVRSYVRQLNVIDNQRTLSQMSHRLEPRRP
# MmCpn inh = Inhibitors of TCP-1 ring complex (TRiC) of Methanococcus maripaludis (MmCpn): qHTS. purified Mm-Cpn ATPase, ADP Transcreener TR-FRET. Potency, µM (top dose mostly 76.9 µM), without a hit: top-dose activity, negative = inhibition, hits mostly inhibitors. 330,000 compounds, 0.031% hits. AID 504842, 2011; note: potency is the fitted concentration of half-maximal effect; % is set by controls: 0 for no effect and ±100 for the full control effect; nearly all actives have a fitted effect of over 80% in size
#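 Eu-cryptate anti-ADP/ADP-d2 competition gives a ratio inversely related to ADP. Enzyme at 25 nM was pre-exposed to compound for 10 min, then given 10 uM ATP for 30 min, 37°C throughout.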
# EPAC2 agonist = qHTS for Agonist of cAMP-regulated guanine nucleotide exchange factor 4 (EPAC2): primary screen. EPAC2 activation, biochemical qHTS; response scale: 100% = 6.5 mM cAMP response. Potency, µM (series often up to 154 µM), for the others: at the top dose activation, hits mostly activators. 360,000 compounds, 0.079% hits; note: potency is the fitted concentration of half-maximal effect; nearly all actives have a fitted effect of over 50% in size
#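 Guanine nucleotide exchange by EPAC2 is measured as reduced fluorescence of BODIPY-GDP once it is released from 250 nM Rap1B. Plates are read kinetically for 30 min at room temperature; results are scaled to 6.5 mM cAMP.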
# CCT modulator = High-Throughput Screening for Modulators of Cytosolic Chaperonin Activity; purified chaperonin ATPase assay, HTRF ADP detection, 30 min; activity change, % (test concentration not listed), hits read low; 360,000 compounds, 0.3% hits; in the data active = activity change below about -30%; note: % is set by controls: 0 for no effect and ±100 for the full control effect
#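 Enzyme 40 or 20 nM (batch-dependent) in Tris pH 7.4/KCl/MgCl2/DTT; cpd 76 uM single point; ATP 10 uM; 30 min 37 °C; Transcreener ADP HTRF detection, 30 min RT; ratio 665/615.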
# * = called active by the depositor; i = inactive; ? = inconclusive; . = no result given; & = joins results of further samples; [ ] = remark or other dose. Unless noted, calls come from the whole dose curve; as a rule, active = well fitted curve in the direction sought with a large enough effect; inconclusive = small, poorly fitted or top-dose-only effect, or another doubt; inactive = no such curve, though single readings can be large; an effect the other way counts as inactive or inconclusive. A portion of the library; the hit share may differ from the screen's.
SMILES,TGFb inhibitor,Akt phos inh,Nrf2 block,Nrf2 ARE act,A549 tox,EPAC2 antagonist,MmCpn inh,EPAC2 agonist,CCT modulator
O=C(Nc1ccc(F)c(Cl)c1)Nc1csc2ccccc12,?,i,?,11%,?,-5%,-3%,17%,-1.3
COc1ccccc1N1CCN(C(=O)c2ccc3[nH]c(C)c(C)c3c2)CC1,?,i,-3%,0.3%,-5%,1%,1%,24%,0.0
CN(C)/C(=N\S(=O)(=O)c1ccccc1)c1ccc(Cl)cc1,2%,i,-4%,-0.4%,-1%,1%,1%,19%,-0.8
C=CCN(CC=C)C(=O)c1cccc(S(=O)(=O)N2c3ccccc3CC2C)c1 (stereo not drawn),?,i,?,4.5%,-8%,-28%,1%,24%,-3.5
CCC(C(=O)NC1CC1)n1nc(C)c2c(C)n(-c3ccccc3)nc2c1=O (stereo not drawn),2%,i,-5%,0.4%,10%,3%,-1%,2%,1.5
Cn1c(C(=O)N2CCCC(C(=O)NCc3cccs3)C2)cc2sccc21 (stereo not drawn),?,i,?,-0.1%,0%,4%,0%,-12%,1.2
COc1ccccc1OCC(=O)Nc1ccc(N2CCCCC2)cc1,3%,i,-29%,0.8%,-2%,4%,2%,0%,1.9
CCCc1cc(=O)[nH]c(SCC(=O)NCc2ccc3c(c2)OCO3)n1,23%,i,?,-0.7%,?,-2%,1%,0%,-1.0
Cc1[nH]ccc2cc3nc4ccccc4c3cc12,?,i,.,?,.,-26%,.,0%,1.3
CCn1c(=O)c2sccc2n2c(CCCC(=O)Nc3ccc(C)cc3)nnc12,-3%,.,?,-0.2%,0%,.,.,.,.

# Reprinted at random: 5 entries already listed, in no set order.
SMILES,TGFb inhibitor,Akt phos inh,Nrf2 block,Nrf2 ARE act,A549 tox,EPAC2 antagonist,MmCpn inh,EPAC2 agonist,CCT modulator
Cc1[nH]ccc2cc3nc4ccccc4c3cc12,?,i,.,?,.,-26%,.,0%,1.3
Cn1c(C(=O)N2CCCC(C(=O)NCc3cccs3)C2)cc2sccc21 (stereo not drawn),?,i,?,-0.1%,0%,4%,0%,-12%,1.2
C=CCN(CC=C)C(=O)c1cccc(S(=O)(=O)N2c3ccccc3CC2C)c1 (stereo not drawn),?,i,?,4.5%,-8%,-28%,1%,24%,-3.5
O=C(Nc1ccc(F)c(Cl)c1)Nc1csc2ccccc12,?,i,?,11%,?,-5%,-3%,17%,-1.3
CCn1c(=O)c2sccc2n2c(CCCC(=O)Nc3ccc(C)cc3)nnc12,-3%,.,?,-0.2%,0%,.,.,.,.

# New compounds follow.
SMILES,TGFb inhibitor,Akt phos inh,Nrf2 block,Nrf2 ARE act,A549 tox,EPAC2 antagonist,MmCpn inh,EPAC2 agonist,CCT modulator
O=C(CC1C(=O)NCCN1Cc1cccc(F)c1)NC1CCCCCC1 (stereo not drawn),?,i,0%,-0.8%,-4%,11%,-4%,0%,-0.6
CCN(CCCNC(=O)CCCN1C(=O)COc2ccc(C)cc21)c1cccc(C)c1,-4%,i,-23%,-0.5%,4%,-11%,1%,2%,-0.7
OCCN(CCO)c1nc(-c2ccccc2)nc2c1oc1ccccc12,-5%,i,-2%,-0.9%,0%,10%,-1%,-1%,-1.0
COCCCNC(=O)C1CCN(C(=O)c2cnn(-c3ccccc3)c2-n2cccc2)CC1,11%,.,17%,0.4%,1%,.,.,.,.
O=C(Nc1ccc(S(=O)(=O)N2CCc3ccccc32)cc1)C(F)(F)F,-10%,i,5%,0.0%,7%,-16%,-1%,14%,4.1
S=c1nc(-c2csc3c2CCCC3)[nH][nH]1,-23%,i,0%,2.9%,-6%,1%,-1%,5%,0.3
O=S(=O)(Cc1ccccc1)Nc1ccc(Br)cn1,7%,i,-14%,-0.7%,0%,9%,0%,-13%,3.4
CC(C)C[C@@H](CN)NC(=O)c1nc[nH]c1C(=O)N[C@@H](C)C(=O)CNC[C@H](CC(C)C)NC(=O)c1nc[nH]c1C(=O)N[C@@H](CC(=O)O)C(=O)O,-10%,i,15%,-0.2%,8%,3%,.,-6%,1.4
CN(C)S(=O)(=O)c1ccc(N2CCCC2)c(C(=O)Nc2ccccc2N2CCOCC2)c1,-8%,i,18%,-0.6%,-1%,2%,-2%,2%,-1.7
Nc1nonc1-n1nnc(C(=O)N/N=C/c2ccc(F)cc2)c1-c1cccs1,-3%,i,-5%,-0.5%,0%,23%,-4%,6%,-0.7
NC(=O)COC(=O)c1ccc2noc(-c3ccccc3)c2c1,-5%,i,?,24%,1%,11%,-1%,-9%,-0.9
CCOc1ccc(C(=O)c2cn(CC(=O)Nc3ccc(Cl)cc3)c3cc4c(cc3c2=O)OCO4)cc1,-11%,.,13%,-2.7%,-5%,.,.,.,.
CCOC(=O)Cn1cc(/C=C(\C#N)C(=O)N2CCOCC2)c2ccccc21,0%,i,9%,2.5%,-13%,7%,2%,1%,-1.7
Cn1c2ccsc2c2ncn(Cc3ccccc3F)c(=O)c21,8%,.,-1%,4.7%,3%,4%,-9%&0%,8%,.
COc1cc(/C=N/n2c(C)n[nH]c2=S)ccc1OCc1ccc(F)cc1,3%,i,1%,2.8%,18%,12%,-1%,5%,0.8
CC(=O)N1CCN(C(=O)c2ccc(OC3CCN(CCc4ccccc4)CC3)cc2)CC1,-2%,i,2%,0.4%,-4%,-2%,3%,-4%,-1.7
CC1(O)c2ccccc2C(=O)N1CCc1ccccc1F (stereo not drawn),?,i,?,7.1µM*,4%,16%,-1%,-4%,-1.3
CC(C)(C)OC(=O)NCCc1nnc(SCC(=O)Nc2cccc(Cl)c2)o1,?,i,9%,0.5%,?,-4%[57.1 µM],-3%,-1%,-16
CCOC(=O)/C(=C/Nc1ccccc1)[N+](=O)[O-],-5%,.,19%,5.6%,1%,10%,0%,0%[15.6 µM],-1.5
Cc1ccc(NC(=O)CN2C(=O)S/C(=C\c3ccccn3)C2=O)cc1,-1%,i,0%,3.1%,0%,11%,0%,6%,-1.5

# The last 2 records of the section above open the next one:
SMILES,TGFb inhibitor,Akt phos inh,Nrf2 block,Nrf2 ARE act,A549 tox,EPAC2 antagonist,MmCpn inh,EPAC2 agonist,CCT modulator
CCOC(=O)/C(=C/Nc1ccccc1)[N+](=O)[O-],-5%,.,19%,5.6%,1%,10%,0%,0%[15.6 µM],-1.5
Cc1ccc(NC(=O)CN2C(=O)S/C(=C\c3ccccn3)C2=O)cc1,-1%,i,0%,3.1%,0%,11%,0%,6%,-1.5
COC(=O)[C@@H]1C[C@@]2(O)[C@H](O)[C@H](O)[C@H](O)C[C@H]2N1Cc1cc(F)ccc1F,-4%,i,-6%,-1.4%,7%,-4%,0%,3%,0.1
Cc1nnc(SCC(=O)Nc2ccc(O)cc2)c2ccccc12,-4%,i,?,?,1%,1%,-2%,0%,-0.1
CNC(=S)NNC(=O)c1sccc1OCc1cccc(C(F)(F)F)c1,7%,i,10%,0.4%,.,-5%,3%,1%,-1.4
CCn1c(SCC(=O)c2ccccc2)nc2ccccc2c1=O,7%,i,?,22%,1%,-18%,-7%,0%,1.1
Fc1cc2[nH]c(=S)[nH]c2cc1Cl,8%,i,-4%,3.5%,-5%,0%,-2%,11%,-4.7
CCOc1ccc(C(c2c(NC(=O)c3ccco3)sc(C)c2C)N2CCOCC2)cc1 (stereo not drawn),?,i,?,8.0%,-3%,-11%,1%,1%,0.4
COc1ccccc1C(=O)NNC(=O)C1CCCO1 (stereo not drawn),-4%,i,10%,5.3%,5%,6%,2%,18%,0.5
Cc1ccc([C@@H]2[C@@H]3C(=O)N(c4ccccc4)C(=O)[C@@H]3[C@]3(C)C(=O)N(Cc4ccc(-c5ccccc5)cc4)CC(=O)N23)o1,2%,i,1%,1.8%,0%,-6%,-1%,2%,0.0
O=C(COc1ccc(Br)cc1)NN1C(=O)c2ccccc2C1=O,-3%,i,-14%,-0.7%,-8%,3%,.,11%,-1.2
C#CCN(C[C@H]1[C@H](OC(=O)NC2CCCC2)[C@H](OC(=O)NC2CCCC2)C[C@@H](C(=O)OC)[C@H]1C(=O)OC)S(=O)(=O)c1ccc(C)cc1,?,i,.,8.4%,.,-5%,.,11%,-0.6
CCn1c(SCC(=O)Nc2ccc(N(C)C)cc2)nnc1-c1cccc(C)c1,24%,i,.,4.5%,-2%,7%,-1%,-7%,-0.6
Cc1cccc(C)c1OCc1nnc(SCC(=O)Nc2nccs2)o1,-5%,i,?,-2.4%,0%,3%,1%,-4%,0.9
CCCC(c1nnnn1Cc1cccs1)N1CCN(C)CC1 (stereo not drawn),-20%,i,8%,0.4%,2%,-5%,-1%,14%,0.6
Cc1cc(C(=O)N/N=C2\CC(=O)c3ccccc32)c(C)n1-c1ccc(F)cc1,2%,i,16%,8.0%,-2%,3%,0%,0%,0.2
COc1ccc(C(=O)COC(=O)CCC(=O)c2cccs2)cc1,?,i,9%,3.4%,-1%,-13%,1%,0%,-0.4
O=C(c1ccc2c(c1)N(Cc1ccccc1F)C(=O)c1ccccc1S2=O)N1CCOCC1 (stereo not drawn),-2%,.,?,0.3%,-11%,.,.,.,.
